# INS promoter inh – inhibitors of insulin promoter-driven GFP, primary screen, imaging, TRM-6 cells (human fetal islet line), eGFP reporter, cell count; inhibition, % at 2 µM; reporter expression induced with tamoxifen; actives 0.9% (n = 130,000); AID 1273, 2008;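 active = inhibition above the mean plus 3 SD, with well images judged a real hit on visual review, cut at about 60% in these data, passing the limit was not always enough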
# sdo1 growth – growth rescue of sdo1-depleted yeast, primary screen, S. cerevisiae, bone marrow failure model. z-score at 10 µM. S. cerevisiae sdo1-depleted JHY4D growth rescue, OD600 30 h; stronger effect = higher value; pdr5 snq2 efflux-pump mutant strain. actives 0.21% (n = 140,000);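 active = z-score above 3 at both the 24 hr and the 30 hr optical density reads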;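 note: z-score against mean and SD of all compound wells on the same plate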
# sdo1 growth Rescue 24 h – second read-out of sdo1 growth, no call of its own (marks repeat the call); z-score; S. cerevisiae sdo1-depleted JHY4D growth rescue, OD600; measured here: growth rescue at 24 h;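 0 is the plate mean of compound wells and units are plate SD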
# Numbers without * were called inactive; / = not tested or not shown; & = joins results of further samples; [ ] = dose if it differs, or a comment. These rows are one share of the data (hit frequency here may not be typical).
sdo1 growth	sdo1 growth Rescue 24 h	Molecule	INS promoter inh
/	/	CC1(C)CC(=O)C2=C(C1)N(c1ccccc1)C(=O)CC2c1ccc(O)cc1 (stereo not given)	-7
0.3	0.48	COc1ccc(N2C(=O)CC(N3CCC(O)(c4ccc(Cl)cc4)CC3)C2=O)cc1 (stereo not given)	27
-1.6	-1.1	c1ccc(-c2noc(-c3cccc4ccccc34)n2)cc1	/
/	/	COC(=O)CCCCC1SCC2NC(=O)NC21 (stereo not given)	29
-0.24	0.08	CCOC(=O)c1[nH]c(C)c(C(=O)OCC(=O)N2c3ccccc3CC2C)c1C (stereo not given)	7
-1.1	-1.2	O=C(CSc1nc2ccccc2[nH]1)Nc1nc(-c2ccccc2)c(-c2ccccc2)o1	/
0.58	-0.17	CSc1nc(C)cc(C)c1C(N)=O	-300
0.59&0.65	-0.73&0.81	COc1ccc2nc(C)cc(SCC(=O)O)c2c1	-7&9
/	/	O=C(c1cccs1)N(c1cccc(Cl)c1)C1C=CS(=O)(=O)C1 (stereo not given)	11
/	/	COc1ccc2c(c1)nc(SCC(O)c1ccccc1)n2C (stereo not given)	13
0.88	0.69	Cc1ccc(N=C(NOCc2ccc(Cl)cc2Cl)c2nonc2N)c(C)c1	-59
0.63	0.48	CCn1c(SCC(=O)Nc2cc(C)on2)nnc1-c1cccnc1	18
0.06	-0.69	CCOC(=O)C1CCCN(c2cc(NCCCO)c([N+](=O)[O-])c3nonc23)C1 (stereo not given)	-14
/	/	O=C(NCCCN1CCOCC1)C1Cc2c(ccc3ccccc23)O1 (stereo not given)	4
-0.89	-0.8	Cc1cc(C)c2nc(SCC(=O)N3CC(=O)Nc4ccccc43)c(C#N)cc2c1	-152
-0.34	-0.92	O=C(NCc1ccco1)C(C(=O)c1ccccc1)n1ccccc1=O (stereo not given)	/
2.7	6.9	Cc1ccsc1C(=O)OCC(=O)N1CCOCC1	/
0.62	1.6	O=C(Nc1ccc2c(c1)OCCO2)C1CCCN(S(=O)(=O)Cc2ccccc2)C1 (stereo not given)	4
/	/	Cc1cc(NC(=O)COC(=O)CCNS(=O)(=O)c2cccc(C(F)(F)F)c2)no1	26
-0.37[7.7 µM]	-0.37	O=c1oc2cc(Oc3ccc(C(F)(F)F)cc3[N+](=O)[O-])ccc2c2c1CCCC2	/
-0.99	-0.03	CCc1ccc2nc(NC(=O)CCCc3cccs3)sc2c1	/
-0.9	-0.71	O=C(CCCN1C(=O)c2cccc3cccc(c23)C1=O)N1CCN(c2ccccc2)CC1	/
0.96	0.71	CCCOC(=O)CSC1=C(C#N)C(c2ccc3c(c2)OCO3)CC(=O)N1 (stereo not given)	/
-0.37	-0.61	Cc1c(S(=O)(=O)N2CCN(C(c3ccccc3)c3ccccc3)CC2)c(=O)n(C)c(=O)n1C	/
0.5	0.39	Cc1ccc(Oc2ccccc2)c(NC=O)c1	-18
0.38	-0.03	Cc1ccc2c3c(c(SCC(=O)Nc4nccs4)nc2c1)CCCC3	27
0.33	-0.8	Cc1noc(C)c1S(=O)(=O)Nc1ccc(C(=O)N2CCN(c3cccc(Cl)c3)CC2)cc1	-15
0.49	0.04	CCOC(=O)c1c(C)[nH]c(C(=O)OCC(=O)NC(C)C)c1C	-20
0.56	0.12	Cc1nn(CCc2n[nH]c(=S)n2-c2ccc(F)cc2)c(C)c1[N+](=O)[O-]	-30
0.78	1.1	O=c1cc(CO)occ1OCc1cccc(F)c1	-23
-0.06	-0.12	CCC(c1nnnn1Cc1ccccc1)N1CCN(C(=O)c2ccco2)CC1 (stereo not given)	29
0.63	0.01	Cc1ccsc1C(=O)N1CC(=O)Nc2ccccc21	/
/	/	COc1cc(C2c3c(oc4c(C)cc(C)cc4c3=O)C(=O)N2Cc2cccnc2)ccc1O (stereo not given)	-3
0.5	-0.3	O=C(Nc1ccc(F)cc1)N1CCC(c2nc3c(nnn3Cc3cccc(Cl)c3)c(=O)[nH]2)CC1	/
-1.5	-0.65	COc1ccc2[nH]c(C)c(CCNc3ccc(C(F)(F)F)cc3[N+](=O)[O-])c2c1	-72
-0.13	-0.26	O=C1CC(=O)N(c2ccccc2)N1c1ccccc1	-45
-0.86[14 µM]	-1.2	CCOC(=O)C(=CNc1ncccc1C)C(=O)OCC	/
/	/	Cc1nn(-c2ccc([N+](=O)[O-])cc2)c(N)c1-c1ccccc1	25
-2.3	-1.8	O=S(=O)(NCc1csc(-c2ccccc2)n1)c1ccc(Cl)s1	29
-0.47	-1.5	N/C(=N/O)C(c1ccccc1)c1ccccc1	8
0.84	0.16	COc1ccc(NC(=O)C(c2ccc(OC)cc2)N(C)C(=O)CNC(C)=O)cc1 (stereo not given)	77*
1.1	0.8	Cc1nc2c(C(=O)NCCc3ccccc3)c[nH]n2c(=O)c1Cl	/
-0.16	-0.21	CC(=O)NS(=O)(=O)c1ccc(NS(=O)(=O)c2ccc(F)cc2)cc1	/
0.29	0.02	COc1ccc(NC(=O)CCn2nnc(-c3ccc(C)cc3)n2)cc1OC	66
1.5	3.6	COc1cc(/C=C(\C#N)c2ccccn2)ccc1OCC(=O)Nc1c(Cl)cccc1Cl	-33
/	/	Cc1ccc(NC(=O)Nc2ccc(Cl)cn2)cc1	0
-0.27	-0.42	Cc1ccc(OC(=S)Nc2ccc(O)cc2)cc1	-328
-0.01	0.3	Cc1ccc(-n2nnnc2-c2cnn(-c3ccc(F)cc3)c2C(F)(F)F)cc1	-53

# Ordered by number of heavy atoms (smallest number first): some entries from above.
sdo1 growth	sdo1 growth Rescue 24 h	Molecule	INS promoter inh
-0.47	-1.5	N/C(=N/O)C(c1ccccc1)c1ccccc1	8
0.78	1.1	O=c1cc(CO)occ1OCc1cccc(F)c1	-23
0.63	0.01	Cc1ccsc1C(=O)N1CC(=O)Nc2ccccc21	/
-0.86[14 µM]	-1.2	CCOC(=O)C(=CNc1ncccc1C)C(=O)OCC	/
-2.3	-1.8	O=S(=O)(NCc1csc(-c2ccccc2)n1)c1ccc(Cl)s1	29
1.1	0.8	Cc1nc2c(C(=O)NCCc3ccccc3)c[nH]n2c(=O)c1Cl	/
-0.16	-0.21	CC(=O)NS(=O)(=O)c1ccc(NS(=O)(=O)c2ccc(F)cc2)cc1	/
0.56	0.12	Cc1nn(CCc2n[nH]c(=S)n2-c2ccc(F)cc2)c(C)c1[N+](=O)[O-]	-30
0.29	0.02	COc1ccc(NC(=O)CCn2nnc(-c3ccc(C)cc3)n2)cc1OC	66
-1.5	-0.65	COc1ccc2[nH]c(C)c(CCNc3ccc(C(F)(F)F)cc3[N+](=O)[O-])c2c1	-72
0.84	0.16	COc1ccc(NC(=O)C(c2ccc(OC)cc2)N(C)C(=O)CNC(C)=O)cc1 (stereo not given)	77*
1.5	3.6	COc1cc(/C=C(\C#N)c2ccccn2)ccc1OCC(=O)Nc1c(Cl)cccc1Cl	-33
/	/	COc1cc(C2c3c(oc4c(C)cc(C)cc4c3=O)C(=O)N2Cc2cccnc2)ccc1O (stereo not given)	-3
0.5	-0.3	O=C(Nc1ccc(F)cc1)N1CCC(c2nc3c(nnn3Cc3cccc(Cl)c3)c(=O)[nH]2)CC1	/

# Continued:
sdo1 growth	sdo1 growth Rescue 24 h	Molecule	INS promoter inh
/	/	O=C(Nc1nnc(CCN2CCCCC2)s1)c1ccc(Br)cc1	14
0.48	0.31	Cc1ccc2oc(=O)c3cnn(CC(=O)N(CCN(C)C)Cc4ccco4)c3c2c1	/
0.67	0.37	N#CCSc1ncccc1-c1nc2ccccc2[nH]1	-50
-1.4	-1.6	O=C1c2ccccc2C(=O)N1CSc1nnnn1-c1ccccc1	-5
-1	-0.61	Cn1cccc1Cc1nnc(SCC(=O)Nc2ccc3c(c2)OCCO3)n1CCc1ccccc1	/
0.97	1.5	CCOC(=O)CSc1nnc(CNC(=O)c2cccs2)n1-c1cccc(C)c1	/
-0.17	-0.13	O=C(NCCNS(=O)(=O)c1ccc(Cl)cc1)c1cc(OCC(F)(F)F)ccc1OCC(F)(F)F	-47
-1.6	-0.83	CC(C)Sc1nc(N)nc(-c2cccs2)c1C#N	/
-2.2	-1.2	CCn1c(CNc2ccc(Cl)cc2)nnc1SCc1ccc(C)cc1	-8
0.53	0.86	COC(=O)c1cn(NC(=O)/C=C/c2cc(OC)ccc2OC)c(=O)c2ccccc12	52
/	/	CCOc1ccc(C(=O)N2CCN(c3ccccc3)CC2)cc1	44
0.13	0.45	O=C(O)Cn1cc2c(n1)CCCC2	-450
1.4	3.4	Cc1ccc(NC(=O)C2CCCN2C(=O)Oc2ccccc2)cc1C (stereo not given)	0
-0.66	0.46	COc1c(C(=O)NCCSC(C)(C)C)ccc2ccccc12	-29
/	/	CCN(CC)C(=O)/C(=C/c1cccc([N+](=O)[O-])c1)NC(=O)c1ccco1	-14
/	/	CC1CCCCN1C(=O)Cn1cnc2c1c(=O)n(C)c(=O)n2C (stereo not given)	10
-1.6	-1	COc1ccc(OC)c(N(CC(=O)N2CCC(C)CC2)S(=O)(=O)c2ccccc2)c1	-14
-0.87	-0.59	Cc1ccc(NCc2nnc(SCC(=O)Nc3cccc(O)c3)n2CC2CCCO2)c(C)c1 (stereo not given)	/
0.94	0.58	CN(CCCCCNC(=O)/C=N/O)Cc1ccccc1	/
-0.02	-0.44	O=C(CNC(=O)c1ccccc1)NCC(=O)OCc1ccc(Cl)cc1	10
-1.1	-1.3	Cc1ccc(Br)cc1S(=O)(=O)N1CCN(c2ccccc2)CC1	-33
1.1	0.77	Cn1c(C(=O)N2CCCC2)cc2c(=O)n(C)c3ccccc3c21	/
-1.3	-0.42	Cc1ccc(C(=O)N/N=C/C2=Cc3ccccc3OC2C)cc1 (stereo not given)	-21
1.2	1.3	Cc1ccc(-n2nc(-c3ccc(N)cc3)cc2N)cc1	0
/	/	O=C(Cn1nc(C(F)(F)F)c2c1CCCC2)N1CCOCC1	8
-0.47	-0.4	C(=N\Nc1ccc(-n2ccnc2)nn1)/c1ccccc1	5
/	/	CCOc1ccc(NC(=S)Nc2ccccc2C2CC2)cc1	10
-2	-1.1	CCOc1cc(CNCCO)cc(Br)c1OCc1ccc(Cl)cc1	2
/	/	COC(=O)Nc1ccc(S(=O)(=O)N2CCCCC2C(=O)O)cc1 (stereo not given)	26
-0.2	-0.88	COCCNC(=O)C1CC(c2ccccc2[N+](=O)[O-])=NO1 (stereo not given)	-52
1.2	0.16	COC(=O)COc1cc(OCC(=O)OC)c2c(C)c(Cl)c(=O)oc2c1	19
0.97	0.81	COC(=O)CC1C(=O)NCCN1C(=O)Nc1ccc(Cl)cc1 (stereo not given)	54
-0.65	-0.96	O=C(CSCc1ccccc1Cl)Nc1ccc2c(c1)OCCO2	39
/	/	Oc1cccc(/C=N/Nc2cccc3cccnc23)c1	57
0.96	0.26	O=C(NC1CC1)C1CCN(c2ncnc3c2sc2cccc(F)c23)CC1	/
2.6	1.8	COCCCN1C(=O)c2ccc(C(=O)Nc3ccc(OC)cc3)cc2C1=O	-63
-0.93[9.1 µM]	-0.59	Cc1cccc(-n2nnnc2SCn2nnc3ccccc3c2=O)c1	67
0.26	0.23	Cc1cccc(N(CC(=O)N=Nc2c(O)[nH]c3ccccc23)S(C)(=O)=O)c1C	4
0.58	0.53	COC(=O)COc1ccc(/C=N/NC(=O)c2ccc(N(Cc3ccccc3)S(C)(=O)=O)cc2)cc1	22
-0.02	-0.61	C(#Cc1ccccc1)C[N+]1(CC#Cc2ccccc2)CCCC1	5
0.26	0.27	COc1ccc(N=C(N)N=C(N)N)c(OC)c1	42
0.42	-0.23	C=CCN(CCNP(=O)(OCC)OCC)CP(=O)(OCC)OCC	-28
0.32	-0.67	CCCCN(CC)C(=O)CN(C)S(=O)(=O)c1cccc2nsnc12	-93
0.16	1.4	Cc1ccc(S(=O)(=O)Nc2ccc(-c3nc4ccc(C)cc4s3)cc2)cc1	8
-0.83	-1.3	Cc1ccc(CNC(=O)C2CCN(S(=O)(=O)c3cccs3)CC2)o1	-1
-0.12	0.18	Cc1cccc(N2CCN(c3ccc(N4C(=O)CCCC4=O)cc3[N+](=O)[O-])CC2)c1C	-4
0.79	0.54	COc1cc(C)c(S(=O)(=O)Nc2ccc(CC(=O)O)cc2)cc1C	-1
0.6	0.58	CC(=O)N1CCc2cc(S(=O)(=O)NC(CC(C)C)C(=O)N3CCn4c3nc3ccccc34)ccc21 (stereo not given)	10

# Three of the entries above in order of their number in INS promoter inh, rising:
Compound,sdo1 growth,sdo1 growth Rescue 24 h,INS promoter inh
CCCCN(CC)C(=O)CN(C)S(=O)(=O)c1cccc2nsnc12,0.32,-0.67,-93
C(#Cc1ccccc1)C[N+]1(CC#Cc2ccccc2)CCCC1,-0.02,-0.61,5
COc1ccc(N=C(N)N=C(N)N)c(OC)c1,0.26,0.27,42

# More compounds:
sdo1 growth	sdo1 growth Rescue 24 h	Molecule	INS promoter inh
-0.62	-1.1	Cc1ccc(OCC(=O)NCc2cccs2)cc1	-41
/	/	Nc1cc(Cl)ccc1N1CCCCCC1	67
/	/	COc1ccc(OC)c2sc(N3CCc4ccccc4C3)nc12	-56
-1.6	-1.4	c1ccc(-c2csc3nnc(SCc4ccc5c(c4)OCCO5)n23)cc1	30
-1.5	-0.54	COC(=O)c1ccc(-c2nc(-c3ccc(Br)o3)no2)cc1	/
0.16[9.4 µM]	-0.12	O=C(CN1C(=O)c2ccccc2C1=O)NN1C(=O)c2ccccc2C1=O	15
0.37	0.18	Cc1[nH]c2c(C)cccc2c1CCNS(=O)(=O)c1cccc([N+](=O)[O-])c1	/
/	/	NC(=O)c1ccccc1NC(=O)Nc1ccccc1Cl	13
0.32	0.95	Cc1ccc(OCC(=O)Nc2ccc(-c3nc4ncccc4o3)cc2)cc1	-13
1.5	0.31	CCS(=O)(=O)N1CCCC(C(=O)NCc2ccc3c(c2)OCO3)C1 (stereo not given)	-8
/	/	O=C(O)C1Cn2c(nc3c(c2=O)C2(CCCC2)Cc2ccccc2-3)S1 (stereo not given)	11
0.24	-0.09	COc1cc(C(=O)O)nc2ccccc12	/
